Bioassay records (PubChem BioAssay)
POLB inh – DNA polymerase beta (human) inhibition; 1.3% of 340,000 active; Pol beta primer extension/strand displacement, fluorescence kinetic; AID 485314; Potency, µM (doses to about 114 µM), inactives show at the top dose activity change, negative = inhibition, hits mostly inhibitors; P06746; also: potency is read from the fitted curve at half-maximal effect; % is scaled to controls: 0 for no effect and ±100 for the full control effect
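Reaction started by 50 nM substrate onto compound-treated Pol beta (10 nM, 15 min preincubation, room temperature); plates read at 0 min and 10 min. Normalized concentration-effect data fitted by four-parameter Hill equation.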
Anesthetic bind – binds horse apoferritin like a general anesthetic | P02791 | apoferritin/1-aminoanthracene competitive binding, fluorescence | Potency, µM (highest dose often 77.5 µM), for the others: top-dose activity change, negative = displacement, hits mostly inhibitors | 0.074% of 350,000 active; also: potency is read from the fitted curve at half-maximal effect; % is scaled to controls: 0 for no effect and ±100 for the full control effect; nearly all actives have a fitted effect of over 20% in size
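10 uM apoferritin + 50% sat. 1-AMA, PBS; cpd 10 min RT; Ex380/Em535 endpoint; normalized to free probe vs complex; 4-param Hill fit; propofol titration as pos. ctrl.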
ERG-DNA inh – blocks human ERG Ets domain binding to DNA. fluorescence polarization, His-ERG Ets domain / labelled DNA. 0.028% of 370,000 active. AID 624246. P11308. Potency, µM (highest dose often 76.9 µM), for inactives: top-dose FP activity, negative = inhibition, hits mostly inhibitors; active = well fitted inhibition curve with a large enough effect in the polarisation, with a control signal flat; inconclusive = small, poorly fitted or top-dose-only effect, or effect the other way, or a change in a side signal; inactive = no such curve, though single readings can be large or run the other way; the % refers to the polarisation;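 also: polarization taken with two DNA probes labelled with fluorescein and Texas red; potency is read from the fitted curve at half-maximal effect; % of control where 0% means no effect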
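His-tagged ERG Ets domain (1 uM in the protein solution; 300mM KCl, 50mM Tris-HCl, 1mM EDTA, 1mM DTT, pH 7.5) received compound, then a probe mix of 5 nM fluorescein-DNA and 100nM Texas-615-DNA. Fluorescence polarization was read for both dyes.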
POLK inh – inhibitors of human DNA polymerase kappa; Q9UBT6; purified Pol kappa, fluorescent DNA synthesis assay, 10 min; Potency, µM (series often up to 107 µM), for inactives: at the top dose activity, negative = inhibition, most hits filed as inhibitors; 0.53% of 400,000 active; AID 588579; also: potency is read from the fitted curve at half-maximal effect; % is scaled to controls: 0 for no effect and ±100 for the full control effect
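Kinetic fluorescence screen: compound preincubated 15 min RT with 10 nM enzyme; 50 nM substrate (final) initiates; reads at 0/10 min.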
12-LOX inh – blocks human arachidonate 12S-lipoxygenase | P18054 | purified 12hLO, xylenol orange hydroperoxide absorbance | Potency, µM (doses to about 108 µM), for the others: at the top dose activity change, negative = inhibition, usual class: inhibitors | 1.1% of 580,000 active | AID 1671190; also: potency is read from the fitted curve at half-maximal effect; % is scaled to controls: 0 for no effect and ±100 for the full control effect
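Purified human 12hLO (150 nM final) in 25 mM Hepes, 0.01% Triton X-100, pH 7.0 was preincubated 15 min at room temperature with compound. Then 40 uM arachidonic acid was added, 30 min. Hydroperoxide was read by Fe-XO absorbance ratio 573/405 nm.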
POLI inh – DNA polymerase iota (human) inhibition; Q9UNA4; Pol iota fluorescent replication assay, 10 min; Potency, µM (series often up to 115 µM), inactives show at the highest dose activity, negative = inhibition, actives largely listed as inhibitors; 1% of 390,000 active; AID 588590; also: potency is read from the fitted curve at half-maximal effect
Target sequence (Q9UNA4 whole entry, looked up): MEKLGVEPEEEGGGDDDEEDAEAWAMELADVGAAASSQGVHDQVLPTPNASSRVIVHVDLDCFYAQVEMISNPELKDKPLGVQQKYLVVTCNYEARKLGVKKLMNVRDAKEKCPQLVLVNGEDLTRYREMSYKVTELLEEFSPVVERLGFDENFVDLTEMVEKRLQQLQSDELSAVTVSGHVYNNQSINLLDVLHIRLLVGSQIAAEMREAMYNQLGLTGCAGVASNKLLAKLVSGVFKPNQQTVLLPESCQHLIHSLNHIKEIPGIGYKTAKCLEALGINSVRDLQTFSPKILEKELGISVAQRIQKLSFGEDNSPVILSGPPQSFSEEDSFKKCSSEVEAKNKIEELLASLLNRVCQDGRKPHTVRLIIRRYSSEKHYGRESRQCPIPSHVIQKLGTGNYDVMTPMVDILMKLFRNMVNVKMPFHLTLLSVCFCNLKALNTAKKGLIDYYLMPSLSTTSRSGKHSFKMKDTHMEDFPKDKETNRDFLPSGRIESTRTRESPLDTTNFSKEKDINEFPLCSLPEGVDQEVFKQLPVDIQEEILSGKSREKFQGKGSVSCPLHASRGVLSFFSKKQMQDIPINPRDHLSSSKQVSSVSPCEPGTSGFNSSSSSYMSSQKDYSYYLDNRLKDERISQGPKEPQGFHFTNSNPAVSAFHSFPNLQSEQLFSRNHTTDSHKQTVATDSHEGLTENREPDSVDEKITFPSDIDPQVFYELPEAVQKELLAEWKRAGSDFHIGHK
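Pol iota at 10 nM preincubated 15 min with compounds at room temperature; reaction started with fluorescent substrate, 50 nM final. Fluorescence read kinetically at 0 and 10 min; buffer-only wells as negative control.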
APEX1 inh – APE1 (human) endonuclease inhibition | Potency, µM (doses to about 65.8 µM), for inactives: top-dose activity change, negative = inhibition, hits mostly inhibitors | AID 2517 | recombinant APE1, TAMRA/BHQ-2 abasic DNA cleavage fluorescence | 0.35% of 350,000 active;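 also: potency is read from the fitted curve at half-maximal effect; plate controls were vehicle for no effect and reference inhibitor for full effect; nearly all actives have a fitted effect of over 55% in size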
Target sequence (P27695 whole entry, looked up): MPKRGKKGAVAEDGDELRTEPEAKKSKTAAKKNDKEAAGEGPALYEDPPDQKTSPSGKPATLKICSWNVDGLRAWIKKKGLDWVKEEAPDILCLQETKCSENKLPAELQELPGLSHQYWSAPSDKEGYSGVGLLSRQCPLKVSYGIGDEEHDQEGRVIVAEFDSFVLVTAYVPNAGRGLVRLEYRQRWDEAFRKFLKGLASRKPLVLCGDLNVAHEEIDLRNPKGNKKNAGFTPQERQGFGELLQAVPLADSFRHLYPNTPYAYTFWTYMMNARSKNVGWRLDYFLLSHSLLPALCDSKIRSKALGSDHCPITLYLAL
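Activity was derived from the fluorescence gain between first and third kinetic reads (60 s intervals, ex 525/em 598 nm) after 50 nM THF-abasic TAMRA/BHQ-2 duplex was added to 0.75 nM APE1 preincubated 15 min with compound.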
TRHR agonist – agonists of human TRH receptor; P34981; TRHR cells, calcium flux fluo-8, FDSS agonist mode; activation, % at 2 µM; 0.18% of 360,000 active; in the data active = activation above about 30%; also: 0% is about no effect
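TRHR-expressing cells, plated overnight in medium with 10% serum, were loaded with fluo-8 calcium dye at room temperature. After a 10 s baseline, library compound was pin-added and calcium release was recorded kinetically (ex 480/em 530) as agonist response.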
BLM helicase inh – blocks DNA unwinding by human BLM helicase | P54132 | recombinant BLM DNA unwinding, fluorescence dequenching | Potency, µM (highest dose often 56.1 µM), for inactives: at the highest dose activity change, negative = inhibition, hits mostly inhibitors | 0.2% of 350,000 active;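 also: potency is read from the fitted curve at half-maximal effect; plate controls were vehicle for no effect and no enzyme for full effect; nearly all actives have a fitted effect of over 35% in size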
* = called active by the depositor; i = inactive; ? = inconclusive; . = not tested or not shown; & = joins results of further samples; [ ] = remark or other dose. Unless noted, calls follow the shape of the dose curve; as a rule, active = well fitted curve in the direction sought with a large enough effect; inconclusive = small, poorly fitted or top-dose-only effect, or another doubt; inactive = no such curve, though single readings can be large; an effect the other way counts as inactive or inconclusive. These rows are one share of the data, so the mix of outcomes need not match the whole.

SMILES	POLB inh	Anesthetic bind	ERG-DNA inh	POLK inh	12-LOX inh	POLI inh	APEX1 inh	TRHR agonist	BLM helicase inh
O=C(NCc1cccc(CNC(=O)Nc2cccc(O)c2)c1)Nc1cccc(O)c1	0.5%	-2.8%	-3.6%	-19.6%	0.7%	-4.3%	13.5%	0.2	-3.6%
Cc1ccc(-n2nc3c(c2NC(=O)c2ccc4c(c2)OCO4)CS(=O)(=O)C3)cc1C	28.5%	-20.9%	-13.3%	-11.3%	?	5.6%	-9.1%	0.9	-2.5%
COc1ccccc1CN1CC(C(=O)NCC2CCCO2)CC1=O (centres undefined)	33.5%	-3.2%	.	-3.5%	26.9%	1.3%	-0.2%	-0.9	-0.2%
Cc1cccc(NC(=O)Cn2cc(C(=O)c3ccco3)c3ccccc32)c1C	?	-1.4%	-10.7%	-38.9%	-20.0%	?	.	1.1	-21.5%
Cc1ccc(OCCSc2ncnc3nc[nH]c23)cc1	-28.7%	-22.1%	-6.2%	3.5%	22.4%	-14.0%	-0.2%	0.4	-1.2%
COc1ccccc1CNS(=O)(=O)c1cc2c3c(c1)CCN3C(=O)CC2	23.1%	19.3%	-2.5%&-0.5%	-8.5%	?	21.1%&-21.5%	-9.1%	0.1&-1.2	3.9%
CC(C)OC(=O)CCC/C=C\C[C@@H]1[C@@H](CC[C@@H](O)CCc2ccccc2)[C@H](O)C[C@@H]1O	-16.6%	-22.3%	.	.	.	.	-1.8%	0.7	-15.8%
Cc1ccc(NC(=O)c2ccc3c(c2)OCCO3)cc1C	0.1%	0.8%	-7.7%	1.0%	-0.7%	10.9%	24.2%[12.4 µM]	-0.3	-1.6%
COc1ccc(C(C)=O)cc1CC(=O)Nc1cccc(S(=O)(=O)N2CCOCC2)c1	.	.	-4.9%	-6.4%	i	-7.4%	10.9%	1.1	.
C=CCN1C(=O)c2ccc(C(=O)N(C)CC(=O)Nc3ccc(Br)cc3C)cc2C1=O	.	.	1.6%	-1.9%	-22.6%	38.5%[activator]	-17.7%	-0.2	.
Cc1ccc(NC(=O)c2oc3ccc(S(=O)(=O)N4CCCCCC4)cc3c2C)c(C)c1	4.3%	20.0%	-4.3%	-1.3%[60.1 µM]	-22.6%	12.2%	.	-0.3	-0.8%
CCOc1ccc(S(=O)(=O)Nc2cccc(C(=O)NCC3CCCO3)c2)cc1 (centres undefined)	.	.	-3.2%	-17.6%	?	19.3%	-12.9%	0.2	.
O=c1c2ccccc2c(C=NCCO)c(O)n1-c1ccccc1	0.4%	-2.2%	-0.4%	-3.7%	5.4%	-2.1%	15.9%	-0.1	-0.7%
COc1ccc(C2(C(=O)NC(C)C)CCCC2)cc1OC	3.8%	6.5%	1.9%	-8.0%	-14.4%	29.8%	?	-0.4	-1.6%
CN(CC(=O)Nc1cccc(F)c1)CC(=O)Nc1cccc2ccccc12	.	.	-2.3%	-7.1%	18.6%	10.6%	-14.6%	.	.
CC(C)CCNC(=O)CN1C(=O)CCn2nc(-c3cn(C)c4ccccc34)cc21	-4.8%	-3.5%	-0.5%	-4.0%[60.1 µM]	?	17.3%	.	0.2	0.4%
Cc1ccc(S(=O)(=O)NCCC(=O)N2CC(C)OC(C)C2)cc1 (centres undefined)	.	.	-3.0%	1.5%	12.3%	23.3%	-3.6%	-0.2	.
NC(=S)N/N=C/c1ccccc1OCCSc1ccc(Cl)cc1	-6.4%	10.4%	3.0%	-10.5%	?	18.0%	5.6%	-0.3	-1.2%
Cc1ccc(-c2ccnc3c(Cl)c(C)nn23)cc1	?	-7.6%	-3.6%	-9.1%	0.3%	13.2%	19.4%	0.5	-0.3%
COc1ccc(N2C(=O)C(F)(F)C2c2ccc(C)cc2)cc1OC (centres undefined)	-12.3%	-7.7%	9.9%	1.3%	-15.9%	-6.1%	-1.8%	-0.1	-8.4%
O=C(N/N=C/c1cccs1)C1COc2ccccc2O1 (centres undefined)	0.6%	-17.1%	.	-16.0%	1.7%	-6.1%	12.1%	-0.9	-2.2%
O=C(NN1CCOCC1)c1ccc(F)cc1	22.8%	-5.0%	8.6%	9.5%	-0.7%	3.3%	20.3%	0.2	-10.9%
COc1ccccc1C(=O)N(Cc1ccccc1)c1ccc(C)cc1	-0.7%	-14.5%	-3.2%	-5.2%	0.0%	-1.0%	10.1%	2.5	-5.3%
Cc1ccc2[nH]c(=O)c(CN(CCCN3CCOCC3)C(=O)Nc3cccc(Cl)c3)cc2c1	28.7%	-4.7%	3.4%	-8.1%	-12.4%	6.3%	-2.3%	-0.6	-1.7%
CCOc1ccc(CN(C)C(=O)CN2C(=O)NC3(CCCc4ccccc43)C2=O)cc1 (centres undefined)	.	.	-4.8%	8.6%	48.9%[activator]	13.4%	-12.4%	-0.3	.

5 compounds from above, reduced to TRHR agonist, POLI inh and Anesthetic bind.
SMILES | TRHR agonist | POLI inh | Anesthetic bind
Cc1ccc(OCCSc2ncnc3nc[nH]c23)cc1 | 0.4 | -14.0% | -22.1%
COc1ccc(C2(C(=O)NC(C)C)CCCC2)cc1OC | -0.4 | 29.8% | 6.5%
O=c1c2ccccc2c(C=NCCO)c(O)n1-c1ccccc1 | -0.1 | -2.1% | -2.2%
O=C(NN1CCOCC1)c1ccc(F)cc1 | 0.2 | 3.3% | -5.0%
Cc1ccc(S(=O)(=O)NCCC(=O)N2CC(C)OC(C)C2)cc1 (centres undefined) | -0.2 | 23.3% | .

Three compounds from above, sorted by their value in BLM helicase inh, largest number first.
mol	BLM helicase inh
Cc1ccc(NC(=O)c2oc3ccc(S(=O)(=O)N4CCCCCC4)cc3c2C)c(C)c1	-0.8%
NC(=S)N/N=C/c1ccccc1OCCSc1ccc(Cl)cc1	-1.2%
O=C(NCc1cccc(CNC(=O)Nc2cccc(O)c2)c1)Nc1cccc(O)c1	-3.6%

Laid out differently: two of the compounds above.
compound,POLB inh,Anesthetic bind,ERG-DNA inh,POLK inh,12-LOX inh,POLI inh,APEX1 inh,TRHR agonist,BLM helicase inh
Cc1ccc(NC(=O)c2oc3ccc(S(=O)(=O)N4CCCCCC4)cc3c2C)c(C)c1,4.3%,20.0%,-4.3%,-1.3%[60.1 µM],-22.6%,12.2%,.,-0.3,-0.8%
O=c1c2ccccc2c(C=NCCO)c(O)n1-c1ccccc1,0.4%,-2.2%,-0.4%,-3.7%,5.4%,-2.1%,15.9%,-0.1,-0.7%

The list goes on:
SMILES	POLB inh	Anesthetic bind	ERG-DNA inh	POLK inh	12-LOX inh	POLI inh	APEX1 inh	TRHR agonist	BLM helicase inh
Cc1ccc(C)n1CCN1CCN(S(=O)(=O)c2ccc(F)cc2F)CC1	8.6%	-4.7%	-1.4%	3.1%	250.6%[activator]	-8.8%	5.0%	-0.8	-2.2%
Cn1cccc1Cc1nnc(SCC(=O)NCC2CCCO2)n1CCc1ccccc1 (centres undefined)	-9.6%	-6.9%	5.0%	2.2%	?	-5.8%[58.9 µM]	-2.9%	-0.2	0.2%
COc1ccc(NS(=O)(=O)c2cc(C)ccc2C)cc1	-5.2%	?	-2.2%	-4.0%	-9.4%	-5.8%	-2.7%	-0.4	-6.9%
COc1ccccc1NC(=O)c1ccc(Cl)c(S(=O)(=O)NCc2ccco2)c1	.	.	0.4%	0.2%	6.2%	23.3%	12.0%	-1.1	.
CCC(C)(C(=O)NC1CCCC1)N(C(=O)CC1NC(=O)NC1=O)c1c(C)n(C)n(-c2ccccc2)c1=O (centres undefined)	49.4%	-1.9%	-12.2%	10.8%	3.5%	105.2%[activator]	14.5%	0.2	-0.3%
O=C(c1ccc(F)cc1F)N1CCC(N2CCC(C(=O)N3CCOCC3)CC2)CC1	8.5%	4.6%	1.8%	-7.6%	-11.1%	-8.9%	34.4%	0.4	-2.2%
O=C(NCc1ccccc1)N1CCC(CO)(Cc2cccc(F)c2)CC1	-2.3%	2.1%	12.3%	4.7%	-1.9%	21.2%	1.1%	-0.2	0.6%
COc1cc(/C=N/NC(=O)c2ccc(F)cc2)ccc1OC(=O)c1ccco1	4.5%	-9.6%	-4.4%	-5.8%	19.0%	-0.4%	4.4%	-0.2	-6.4%
CCOc1ccc(N2CC(C(=O)NCC(=O)Nc3ccc(F)c(F)c3F)CC2=O)cc1 (centres undefined)	.	.	-4.8%	-5.1%	-18.4%	17.0%	39.7%	-1.3	.
CCn1cc(C(=O)NCC2CCCO2)c(=O)c2cc(S(=O)(=O)N(C)C)ccc21 (centres undefined)	-1.4%	-3.5%	-3.4%	-1.2%	2.1%	-12.9%	-2.9%	0.6	2.6%
N#Cc1ccc(C(=O)OCC(=O)Nc2cccc(S(=O)(=O)N3CCCCC3)c2)cc1	.	.	13.4%	-18.7%	22.4%	7.0%	-11.1%	0.0	.
COCc1cc(C)nc(OCC(=O)N/N=C/c2ccc(O)cc2)c1C#N	10.3%	6.5%	2.3%	-7.8%	-14.9%	-29.0%	-3.0%	0.0	3.1%
COc1ccc(C(=O)N2CCC(n3nccc3NC(=O)C3CC3)CC2)cc1F	8.3%	-2.1%	-2.0%	6.1%	-3.8%	30.3%[activator]	10.0%	-0.5	-1.3%
Cc1c(Cl)c([N+](=O)[O-])nn1CCCC(=O)Nc1cccc(Cl)c1Cl	22.2%	-10.6%	.	-7.6%	8.4%	15.1%	-5.7%	0.3	0.3%
COc1ccc(C(=O)CSc2nnc(-c3ccc(C)cc3)o2)cc1	0.0%	-7.2%	-0.4%	-0.2%	-15.3%	4.0%	-4.7%	1.2	-3.4%
Cc1cc(C(=O)CSc2nncs2)c(C)n1-c1c(C)n(C)n(-c2ccccc2)c1=O	22.3%	-9.0%	.	-4.7%	-5.5%	-2.5%	2.0%	0.4	0.4%
